Cav32 inh: human Cav3.2 channel inhibition, primary screen; B-score at 10 µM; O95180; Cav3.2-expressing cells, Fluo-4 calcium fluorescence FDSS; hits give low values; 4% of 100,000 active;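 active = single-dose well whose peak fluorescence ratio is a statistical outlier from its plate by either plate-standardised score or position-corrected B-score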
Numbers without * were called inactive. This is a subset, so the mix of outcomes need not match the whole.

The opening 5 entries as a preview:
SMILES	Cav32 inh
CC1(C)CC(=O)c2c(oc3cc(O)c(O)cc23)C1	0.29
Cc1ccc(OCc2nnc(SCC(=O)Nc3ccc4c(c3)OCO4)n2C)cc1	0.67
COc1ccc(C2c3c(n[nH]c3C)CC(C)(O)C2C(C)=O)cc1OC (configuration not stated)	0.052
CCOC(=O)N1CCN(C(=O)CN(c2ccc(OCc3ccccc3)cc2)S(C)(=O)=O)CC1	2
Cc1ccc(-c2cn3cccnc3n2)cc1NC(=O)c1ccc(Br)o1	0.3

All compounds of this part, from the start:
SMILES	Cav32 inh
CC1(C)CC(=O)c2c(oc3cc(O)c(O)cc23)C1	0.29
Cc1ccc(OCc2nnc(SCC(=O)Nc3ccc4c(c3)OCO4)n2C)cc1	0.67
COc1ccc(C2c3c(n[nH]c3C)CC(C)(O)C2C(C)=O)cc1OC (configuration not stated)	0.052
CCOC(=O)N1CCN(C(=O)CN(c2ccc(OCc3ccccc3)cc2)S(C)(=O)=O)CC1	2
Cc1ccc(-c2cn3cccnc3n2)cc1NC(=O)c1ccc(Br)o1	0.3
CC(C)NC(=O)c1cc(-n2cnnc2)ccc1Cl	-0.04
CCCn1c(N)c(C(=O)CSc2nnc(C3CC3)n2Cc2ccccc2)c(=O)[nH]c1=O	-0.28
O=C(Nc1nc(-c2ccc(Cl)s2)cs1)c1ccccc1	-0.44
CC(NC(=O)c1cc2ccccc2o1)C(=O)O (configuration not stated)	0.098
O=C(NCCO)c1cccc(Nc2nc(-c3ccccc3)c3cc(Cl)ccc3n2)c1	1.3
O=c1[nH]c2cc3c(cc2cc1C(c1nnnn1CC1CCCO1)N1CCCCCC1)OCCO3 (configuration not stated)	0.033
Cc1cc(C)n2nc(SCC(=O)c3ccccc3)nc2n1	0.21
CCOC(=O)N1CCC(NC(=O)CN2C(=O)C(CC)Oc3ccc(C)cc32)CC1 (configuration not stated)	0.75
CCN(CC)C(=O)c1ccc(COc2ccccc2Br)o1	-0.64
O=C(Nc1ncnc2sc3c(c12)CCC3)c1ccco1	1.1
O=S(=O)(NCC1CCCO1)c1ccc2c(c1)OCCO2 (configuration not stated)	0.48
Cc1ccc(-n2c(Cc3cccs3)nnc2SCC(=O)Nc2ccc(F)c(F)c2)cc1	-1.5
COc1ccc(C/C(=N\O)c2ccc(OC)cc2)cc1	-2.2
O=C(NCc1ccc2c(c1)OCO2)C1CC(=O)N(c2ccc(F)cc2)C1 (configuration not stated)	-0.33
Cc1nn(C(C)c2n[nH]c(=S)n2-c2ccc(F)cc2)c(C)c1[N+](=O)[O-] (configuration not stated)	0.019
COc1cc(C(=O)NCCC(=O)NC2CCCCCCC2)cc(OC)c1OC	0.4
CCCc1nn2c(=O)c(C(c3ccc(C)cc3)c3c(O)nc4sc(CCC)nn4c3=O)c(O)nc2s1	-0.81
CCOC(=O)Nc1ccc2c(c1)Nc1ccccc1S2	-0.91
CNC(=O)NC(=O)CSc1nnc(-c2ccco2)n1Cc1ccccc1	0.64
Cc1ccc(/C(O)=C2\C(=O)C(=O)N(CC(C)O)C2c2ccc(N(C)C)cc2)cc1 (configuration not stated)	-0.15
O=C(NCc1ccccc1)C(c1ccccc1)N(Cc1cccs1)C(=O)c1cnccn1 (configuration not stated)	-0.54
CC(=O)Nc1cn(C(C)=O)c(C)n1	-0.9
O=C(c1cccc(C(F)(F)F)c1)N1CCC(=O)N(C(CO)Cc2ccccc2)CC1 (configuration not stated)	1.1
CCOc1cccc(CNn2cnnc2)c1OCc1ccccc1	0.011
Cn1c(CN2CCCC2)nc2cc(NS(=O)(=O)c3ccc(Cl)cc3)ccc21	0.79

Laid out differently: entries from further up
| Molecule | Cav32 inh |
| --- | --- |
| O=S(=O)(NCC1CCCO1)c1ccc2c(c1)OCCO2 (configuration not stated) | 0.48 |
| Cc1ccc(OCc2nnc(SCC(=O)Nc3ccc4c(c3)OCO4)n2C)cc1 | 0.67 |

Continued:
SMILES	Cav32 inh
CCCc1nc(N)nc2c1C(=O)CC(C)(C)C2	0.27
CCOC(=O)c1c(C)[nH]c(C(=O)CSc2nnc(CC(C)c3ccccc3)o2)c1C (configuration not stated)	-0.63
O=C(Nc1ccc2c(c1)OCO2)C1CC(c2ccc(F)cc2)=NO1 (configuration not stated)	-0.27
COC(=O)c1cc(=O)n(CCc2ccc(OC)c(OC)c2)c(=Nc2ccc(F)c(Cl)c2)s1	-1.3
Brc1cccc(-c2nnc3n2CCCCC3)c1	-0.29
CC1CCCCN1S(=O)(=O)c1ccc2c(c1)CCN2C(=O)CCC(=O)O (configuration not stated)	0.79
CCC(=O)Nc1ccc(-c2nn3c(C)nnc3s2)cc1C	0.19
COc1ccc(C2/C(=C(\O)c3cccc(OC)c3)C(=O)C(=O)N2c2ccccn2)cc1 (configuration not stated)	0.92
CN(C)c1cc(-c2ccccc2)nc(N)n1	1.2
COc1cnc(SCc2ccc(Cl)cc2)nc1Cl	0.63
CCOC(=O)C1=C(C)N=C2c3ccccc3C(=O)C2C1c1ccc(Cl)cc1 (configuration not stated)	0.18
CCOC(CCNC(=O)c1cn(-c2cccc(C)n2)cn1)OCC	1.1
O=C(Cn1nnc(-c2cccc(C(F)(F)F)c2)n1)NC(=O)NCc1ccco1	-1.8
O=C(NCCSc1c[nH]c2ccccc12)c1ccc2c(c1)OCO2	-3.6
Nc1c(-c2ccccc2)cnn1C1CCS(=O)(=O)C1 (configuration not stated)	0.2
CCCCCc1nnc(NC(=O)C2CCCO2)s1 (configuration not stated)	-4.8
COc1ccc(CSc2nc(C)cc(=O)[nH]2)cc1	0.66
O=C(Cn1ncc2c(=O)oc3ccccc3c21)NCC1COc2ccccc2O1 (configuration not stated)	0.39
COC(=O)c1cc(C(=O)OC)cc(S(=O)(=O)Nc2ccc(Cl)c(N)c2)c1	1.3
O=C1c2ccccc2C(=O)N1CCc1nc(-c2ccc(Cl)cc2)no1	0.82
CN(C(=O)CSc1ncccc1C(=O)O)c1ccccc1	-3.5*
COc1ccc(S(=O)(=O)N2CCC(NC(=O)Nc3ccc(C)cc3)CC2)cc1	-0.57
COc1cc(C)c(Br)cc1S(=O)(=O)N1CCCC1	-0.51
Cc1nc2ccc3nc(NC(=O)c4ccc(S(=O)(=O)N5CCOCC5)cc4)sc3c2s1	0.69
O=C(COc1ccccc1)NC(Cc1c[nH]c2ccccc12)C(=O)O (configuration not stated)	0.58
CC(C)(C)C(=O)NC(=S)NCCc1ccccc1	0.51
Cc1cnc(C(=O)Nc2ccc3c(c2)CCC3)cn1	-0.14
COC(=O)c1ccc(-c2ccco2)n1Cc1cc(C)ccc1C	0.98
COc1ccc(OC(C)C(=O)NC2CC(C)(C)NC(C)(C)C2)cc1 (configuration not stated)	0.36
COc1ccc(-n2c(SCC(=O)NCC3CCCO3)nc3n[nH]c(C)c3c2=N)cc1 (configuration not stated)	0.44

As a short view, part of the list above.
SMILES	Cav32 inh
O=C(COc1ccccc1)NC(Cc1c[nH]c2ccccc12)C(=O)O (configuration not stated)	0.58
CC(C)(C)C(=O)NC(=S)NCCc1ccccc1	0.51
Cc1cnc(C(=O)Nc2ccc3c(c2)CCC3)cn1	-0.14
COC(=O)c1ccc(-c2ccco2)n1Cc1cc(C)ccc1C	0.98
COc1ccc(OC(C)C(=O)NC2CC(C)(C)NC(C)(C)C2)cc1 (configuration not stated)	0.36
COc1ccc(-n2c(SCC(=O)NCC3CCCO3)nc3n[nH]c(C)c3c2=N)cc1 (configuration not stated)	0.44

The list goes on.
SMILES	Cav32 inh
O=C(NCCCN1CCOCC1)c1ccc2c(=O)n(CCc3ccccc3)c(=O)[nH]c2c1	0.069
COc1cccc(C(=O)N2CCN=C2SCc2cccnc2)c1OC	0.096
Cc1ccc(-c2nnn(CC(=O)NC3CC4CCC3C4)n2)cc1 (configuration not stated)	-1.6
O=C1CCc2cc(S(=O)(=O)N3CCCC3C(=O)NC3CCCCCCC3)ccc2N1 (configuration not stated)	0.45
Cc1ccc(SC(C)c2nc(-c3cccnc3)no2)cc1 (configuration not stated)	0.044
CCCCn1c(=N)n(CC(O)COc2ccc(C)cc2)c2ccccc21 (configuration not stated)	-1.2
Cn1c(SC2CCCCC2=O)nnc1-c1ccncc1 (configuration not stated)	0.066
CC(C)Cn1cc(C(=O)NCCCN2CCCC2=O)c2c3ccccc3n(C)c2c1=O	1.3
Cn1c(=O)c2c(nc(N3CCCCCC3)n2CC(=O)c2ccccc2)n(C)c1=O	-1.8
Cc1nn(-c2nc3ccccc3n2Cc2ccccc2)c2c1C(=O)CC(C)(C)C2	-5*
O=C(CN(C(=O)Cn1nnc(-c2cccs2)n1)c1ccc2c(c1)OCCO2)NCc1ccccc1	-4.2
CCOC(=O)c1cc(-c2ccco2)nc2c1c(C)nn2-c1ccccc1	-1.5
Cc1ccc(N(CC(O)CN(C)C)S(=O)(=O)c2ccccc2)cc1 (configuration not stated)	-0.24
O=C([C@H](Cc1ccccc1)NS(=O)(=O)c1ccc(Cl)cc1)N1CC[C@@]2(O)CCCC[C@H]2C1	-3.3*
CC(C)Oc1ccc(CNC(=S)N/N=C/c2cccnc2)cc1	-0.62
CCOC(=O)[C@@H]1[C@H]2COc3ccccc3[C@@H]2N2C(=O)N(c3ccc(C(F)(F)F)cc3)C(=O)[C@]12C	-2.4
Cc1ccccc1NS(=O)(=O)c1cc(C(N)=O)ccc1C	0.62
CC1CC(C)CN(C(=O)CN2CCN(Cc3ccc(Cl)cc3)C2=O)C1 (configuration not stated)	-0.036
COc1cccc(C(=O)CN2CCC(NC(=O)NC3CCCCC3)CC2)c1	-0.00029
CCn1c(COc2cccc(C)c2)nnc1SCC(=O)N1CCCC1	-0.035
CC(C)CC(C)NNC(=O)c1cc2ccccc2[nH]1 (configuration not stated)	-0.35
Cc1ccc(S(=O)(=O)NC(C)(C)CSc2nncn2C)cc1	0.24
CCN(CC)CCn1c(=S)[nH]c2ncccc2c1=O	0.73
CC(C)CCSc1nc(N)c(C#N)cc1C#N	-0.15
COCCCn1cnc2c(c1=O)c1nc3ccccc3nc1n2CCc1ccccc1	-0.036
COc1ccccc1C(=O)NCCn1cc(SCC(=O)NCc2ccco2)c2ccccc21	-0.99
Cc1onc(-c2ccccc2Cl)c1C(=O)Nc1ccccc1N1CCOCC1	-3.2
COc1nc(C#N)nc(N(C)C)n1	1.4
CC(C)[C@H]1C=C(C(=O)O)O[C@@H](OCc2ccc(CO)cc2)C1	-0.28
Cc1ccc(Cn2c(C3CCCN3c3nc(C)cs3)nc3cc(C(=O)NCCCO)ccc32)cc1 (configuration not stated)	0.38
CCOC(=O)C1=C(C)N(CCCC(=O)O)C(=O)NC1c1ccc([N+](=O)[O-])cc1 (configuration not stated)	0.35
O=S(=O)(c1ccc(Br)cc1)n1ccc2ccccc21	0.76
CCN(CC)CC(C(=O)N(CC)CC)P(=O)(c1ccccc1)c1ccccc1 (configuration not stated)	0.23
Cc1ccc(-n2nc3c(c2NC(=O)c2cccs2)CSC3)cc1	-6.3*
CC(C)(Oc1cccc2ccccc12)C(=O)O	0.42
N#Cc1c(N)n(CCNC(=O)c2cccs2)c2nc3ccccc3nc12	1.7
Cc1ccc(S(=O)(=O)N(C)c2ccc(OCC(=O)OCc3c(C)noc3C)cc2)cc1	-0.14
CC(C)(C)OC(=O)N[C@@H](Cc1c[nH]c2ccccc12)c1nnc(SCC(N)=O)o1	0.079
COc1cc([C@@H]2c3cc4c(cc3[C@@H](O)[C@H]3COC(=O)[C@H]23)OCO4)cc(OC)c1O[Si](C)(C)C(C)(C)C	0.52
CCOc1nc(-c2ccccc2O)nc2ccccc12	-1
CCCn1c(SCC(=O)NC)nnc1C(C)C	0.23
CCOc1cc2[nH]c(=O)n(CCC(=O)NCCc3ccccc3)c(=O)c2cc1OCC	0.27
COC(=O)C1Sc2[nH]c(=O)sc2C2c3ccccc3OC(=O)C12 (configuration not stated)	1.2
CCN1CCN(C(=O)c2nn(-c3ccccc3)c(=O)c3ccccc23)CC1	0.51
O=c1c(-c2cccc3ccccc23)[n+]([O-])c2ccccc2n1O	0.024
Cc1cc(C)cc(N(C(=O)C2CCCC2)C2C=CS(=O)(=O)C2)c1 (configuration not stated)	0.63
COc1ccccc1-c1nc(S(=O)(=O)c2ccc(Cl)cc2)c(N(C)C)o1	2.7
O=C(COC(=O)c1ccccc1Oc1ccccc1)NC1CCS(=O)(=O)C1 (configuration not stated)	0.38
CSc1nnc(-c2ccc(O)cc2)n1C	-1.9
CCOC(=O)Cn1c(=O)oc2cc(S(=O)(=O)N3CCN(c4ccccn4)CC3)ccc21	1.6
Later entries:
SMILES	Cav32 inh
Cn1c(SCc2cccc3ccccc23)nnc1-c1ccco1	-2.2
Cc1ccc(CNC(=O)c2c(C)cc(=O)oc2C)cc1	-0.25
CCc1cccc(NC(=O)Cn2cccc2)c1	0.13
CC(SCCc1ccccn1)C(=O)O (configuration not stated)	1
ON1C(c2ccc(Cl)cc2Cl)N(O)[C@H]2CCCC[C@H]21 (some centres not stated)	-0.95
Cc1onc(-c2ccccc2Cl)c1C(=O)N1CCN(c2cccc(Cl)c2)CC1	0.93
CN1C(C)(C)CC(=NOC(=O)c2ccccc2)CC1(C)C	-0.1
O=C(c1ccco1)c1nc2c(n1O)CCCCC2	0.46
Cc1sc2c(c1C)CN(Cc1ccncc1)CN2C(=O)c1ccco1	0.39
COc1ccc2[nH]c(=O)c(CN(C(=O)C3CCCO3)c3ccc(C)cc3)cc2c1 (configuration not stated)	-0.17
c1ccc(Oc2cccc(NC3=NCCC3)c2)cc1	-0.0014
